PMI activator – activators of human phosphomannose isomerase; P34949; purified human PMI, coupled resazurin fluorescence, 20 min; hits give high values; 1 = vehicle control, 0 substrate-free wells; activation factor at 20 µM; actives 0.005% (n = 190,000);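 active = activation factor of 2 or more at 20 µM, relative to plate controls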
PPARg SRC2 recr – agonists of SRC-2 recruitment by human PPARgamma. P37231. actives 0.34% (n = 200,000). PPARgamma LBD-SRC-2 recruitment, biochemical. activation, % at 8 µM; in the data active = activation above about 22%;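 also: 0% = vehicle and 100% = reference agonist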
Target sequence (P37231 whole entry, looked up, the tested form may be a part): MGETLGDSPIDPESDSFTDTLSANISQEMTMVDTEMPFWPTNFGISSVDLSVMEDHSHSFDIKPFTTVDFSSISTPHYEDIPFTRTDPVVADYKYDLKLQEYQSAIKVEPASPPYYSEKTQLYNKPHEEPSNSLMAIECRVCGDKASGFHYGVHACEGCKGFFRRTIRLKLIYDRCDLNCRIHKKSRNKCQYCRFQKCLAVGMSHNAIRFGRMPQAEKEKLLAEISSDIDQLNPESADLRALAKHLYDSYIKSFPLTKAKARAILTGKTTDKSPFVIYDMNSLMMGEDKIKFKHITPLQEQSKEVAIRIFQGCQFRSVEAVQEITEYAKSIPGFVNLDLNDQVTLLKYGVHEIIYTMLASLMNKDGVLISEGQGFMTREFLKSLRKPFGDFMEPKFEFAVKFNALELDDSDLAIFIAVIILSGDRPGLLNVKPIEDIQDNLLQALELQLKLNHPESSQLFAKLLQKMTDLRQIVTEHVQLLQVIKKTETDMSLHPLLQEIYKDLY
Diaphorase inh – inhibits diaphorase or chemically oxidizes, flagging diaphorase assay artifacts | diaphorase resazurin-to-resorufin fluorescence, NADH, 16 min; bacterial (C. kluyveri) enzyme, not human | inhibition, % at 20 µM | actives 0.69% (n = 190,000) | AID 1217;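 active = primary screen inhibition at 20 µM above a set limit, cut at about 50% in these data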;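 also: plate controls were DMSO with full reaction for no effect and wells lacking NADH for full effect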
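Assay system: diaphorase enzyme from Clostridium kluyveri. Quantity: enzyme working solution with 0.14 U/mL diaphorase. Schedule: reaction incubation of 16 min at room temperature. Technique: resorufin fluorescence, excitation 544 nm, emission 590 nm. Controls: No-NADH positive control and DMSO neutral control.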
G6PDH CS – counter-screen for G6PDH assay hits: L. mesenteroides G6PDH inhibition; Purified L. mesenteroides G6PDH, diaphorase/resazurin coupled fluorescence, 45 min; inhibition, % at 5 µM; actives 0.12% (n = 200,000); in the data active = inhibition above about 50%
S1P3 antagonist – antagonists of human S1P3 receptor. Q99500. CHO S1P3 NFAT-BLA reporter, FRET fluorescence, antagonist mode. inhibition, % at 4.98 µM. actives 0.27% (n = 170,000);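 active = inhibition above the plate cutoff, the mean inhibition of test wells on that plate plus 3 SD, cut at about 28% in these data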;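 also: cells challenged with S1P at its EC80 of 0.8 µM; blue over green emission ratio from cleaved BLA substrate after 4 h stimulation; 0% = S1P-stimulated wells and 100% = unstimulated DMSO-only wells; some compounds past the cut are filed as inactive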
Target sequence (Q99500 whole entry, looked up): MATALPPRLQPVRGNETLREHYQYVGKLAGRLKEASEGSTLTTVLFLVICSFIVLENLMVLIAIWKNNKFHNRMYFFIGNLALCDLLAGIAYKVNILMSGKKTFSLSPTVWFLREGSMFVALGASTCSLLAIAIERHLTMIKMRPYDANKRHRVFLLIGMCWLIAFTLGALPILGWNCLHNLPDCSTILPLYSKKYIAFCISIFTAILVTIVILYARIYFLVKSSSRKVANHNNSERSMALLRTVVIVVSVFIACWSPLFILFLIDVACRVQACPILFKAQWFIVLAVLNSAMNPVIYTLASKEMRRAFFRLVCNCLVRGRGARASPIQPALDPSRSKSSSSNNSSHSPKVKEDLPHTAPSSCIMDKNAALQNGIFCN
SRC2 TRFRET art – flags TR-FRET format artefacts in PPARgamma SRC-2 recruitment agonist screen | AID 1049 | actives 0.4% (n = 200,000) | TR-FRET artefact counter-screen; hits give high values | TR-FRET ratio at 8 µM; in the data active = TR-FRET ratio above about 2000; also: inactives centre near 1500
PPARg SRC-1 ag – PPARgamma-driven SRC-1 recruitment agonism; actives 0.41% (n = 200,000); activation, % at 8 µM; P37231; PPARgamma-SRC-1 coactivator recruitment biochemical assay; AID 631; in the data active = activation above about 19%;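 also: 0% = DMSO and 100% = reference agonist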
PMI act hi M6P – activators of human phosphomannose isomerase at near-saturating mannose 6-phosphate. P34949. coupled PMI enzyme assay, resazurin fluorescence, 20 min; hits give high values; 1 = untreated enzyme, 0 = substrate-free blank. activation factor at 20 µM. actives 0.34% (n = 190,000);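 active = activation factor of 2 or more at 20 µM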
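Material: human phosphomannose isomerase with PGI, G6PDH, diaphorase coupling enzymes. Quantity: 15 ng/mL PMI. Medium: HEPES pH 7.4 buffer with MgCl2 and Tween-20. Reagent: Near-saturating mannose-6-phosphate, 1.0 mM. Compound: 20 µM single dose. Times: enzyme reaction with compound 20 min at room temperature. Detection: resorufin fluorescence at Ex 544/Em 590 nm.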
Diaph act CS – activates diaphorase or chemically reduces, flagging diaphorase assay artifacts; Diaphorase/resazurin coupled assay, resorufin fluorescence, 16 min; hits give high values; 1 = vehicle wells, 0 = NADH-free wells; activation factor at 20 µM; actives 0.005% (n = 190,000); AID 1229;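 active = diaphorase activity raised at least twofold by the compound at 20 µM; inactive = activation factor below 2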
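Assay system: Purified diaphorase enzyme from Clostridium kluyveri | Amount: Enzyme 0.07 U/mL final | Dosing: Compound 20 µM once, DMSO 1% | Timing: 16 min reaction at room temperature | Detection: Fluorescence, excitation 544 nm and emission 590 nm | Evaluation: Higher resorufin formation from activation or reduction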
ROMK primary – modulates human ROMK potassium channel activity. B-score at 10 µM. Tet-inducible ROMK, thallium flux fluorescence; actives lie on both sides. actives 2% (n = 130,000). P48048;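 active = signal ratio slope over the read window, or its plate-corrected B-score, at least 3 SD from the plate mean, either direction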;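 also: B-score of the F/F0 ratio slope over 7 to 12 s after thallium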
PPARg SRC-3 ag – PPARgamma-driven SRC-3 recruitment agonism; actives 0.26% (n = 200,000); biochemical PPARgamma/SRC-3 coactivator recruitment assay; AID 731; activation, % at 8 µM; in the data active = activation above about 23%;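 also: 0% = DMSO and 100% = reference agonist; some compounds past the cut are filed as inactive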
Numbers without * were called inactive; x = no result given.

Each structure is followed by: PMI activator	PPARg SRC2 recr	Diaphorase inh	G6PDH CS	S1P3 antagonist	SRC2 TRFRET art	PPARg SRC-1 ag	PMI act hi M6P	Diaph act CS	ROMK primary	PPARg SRC-3 ag
NC(=O)CSc1ncc(-c2ccccc2)[nH]1
→ 1.1	-14	8	7	x	1529	4	1.1	0.9	x	9
O=C1CCc2cc(S(=O)(=O)NC(C(=O)N3CCN(c4ccccn4)CC3)c3ccccc3)ccc2N1 (centres undefined)
→ 1.1	2	10	10	4	1614	-1	1	0.9	x	6
CC(C)NC1=C(Cl)C(=O)c2ccccc2C1=O
→ 1.1	8	20	47	x	1373	5	1.3	0.8	-0.14	4
CCCNC(=O)c1[nH]c(C)c(C(C)=O)c1C
→ 1	5	-5	2	13	1321	1	1	1.1	-0.16	-2
Cc1nc(SCc2ccc(O)c([N+](=O)[O-])c2)n[nH]1
→ 0.5	3	15	-3	5	1498	-3	0.9	0.9	x	1
CCOC(=O)c1c(CN2CCOCC2)n(-c2ccccc2)c2cc(Br)c(O)c(CN(C)C)c12
→ 0.9	-1	16	7	x	1654	2	0.9	0.8	x	-2
CN(C)NC(=S)Nc1ccc2nc(-c3ccccn3)c(-c3ccccn3)nc2c1
→ 1.1	1	36	-27	x	1338	0	1.4	0.6	-0.4	-10
COc1ccc(C2C(=O)c3ccccc3C2=O)cc1
→ 1.2	2	4	11	-2	1383	0	1.2	1	x	-4
N#Cc1c(SCc2ccccc2)nc(N2CCOCC2)c2c1CCCC2
→ 1	-4	2	-3	2	1365	-9	1	1	-0.88	-3
CCCCN(C(=O)/C=C/c1ccco1)c1c(N)n(CCC)c(=O)[nH]c1=O
→ 1.1	0	9	4	4	1643	4	1	0.9	0.37	6
Cc1cc(NCCc2ccccc2F)n2ncnc2n1
→ 1.1	-10	-4	0	-6	1516	-3	1.1	1	0.17	-1
COc1ccccc1N(O)C1CC(=O)N(c2ccc(F)cc2)C1=O (centres undefined)
→ 0.6	10	31	22	x	1474	-1	0.7	0.7	-0.002	0
CCOC(=O)c1nn(-c2ccccc2C)c2nc(CC(C)C)c(C#N)c(=O)n12
→ 1	0	9	4	x	1574	2	1	0.9	x	-5
NNC(=O)C12CC3CC(C1)CC(n1ncnn1)(C3)C2
→ 1	-2	15	-7	5	1397	2	1	0.8	-0.11	-2
OC12CCCCC1C(c1ccc3c(c1)OCO3)N(Cc1ccccc1F)CC2 (centres undefined)
→ 0.9	-3	18	3	18	1367	0	0.9	0.8	-1.8	1

Continuation:
Each structure is followed by: PMI activator	PPARg SRC2 recr	Diaphorase inh	G6PDH CS	S1P3 antagonist	SRC2 TRFRET art	PPARg SRC-1 ag	PMI act hi M6P	Diaph act CS	ROMK primary	PPARg SRC-3 ag
O=C(O)CN1CCN(Cc2ccc(Cl)cc2)C1=O
→ 1.1	-1	4	3	-14	1908	8	1	1	-0.046	-2
Cc1cc(NC(=O)c2ccc(-c3ccc(F)c(Cl)c3)o2)no1
→ 0.9	11	0	19	-6	1514	6	0.9	1	0.0079	4
COc1cc(NS(=O)(=O)c2ccc(Nc3nc(-c4ccccn4)cs3)cc2)nc(OC)n1
→ 0.9	9	11	13	-3	1561	14	0.7	0.9	-0.24	1
C=CCN1/C(=C(\C#N)C2=NS(=O)(=O)c3ccccc32)N(C)c2ccccc21
→ 0.9	15	13	9	x	1586	6	0.9	0.9	0.36	10
Oc1ccc(/C=N/NC(=S)NCC2CCCO2)cc1 (centres undefined)
→ 1	3	7	-4	x	1466	8	1	0.9	-0.29	8
O=C(NC(=S)Nc1ccccc1N1CCCC1)c1ccccc1[N+](=O)[O-]
→ 0.8	-5	12	-10	-21	1616	4	1	0.9	x	1
CCCCC(=O)Nc1ccc(C(=O)NN2C(=O)c3ccccc3C2=O)cc1
→ 1	8	4	1	x	1706	0	1	1	x	5
Cc1c(NS(=O)(=O)N2CCCCC2)c(=O)n(-c2ccccc2)n1C
→ 1	7	5	-5	x	1644	3	1	0.9	x	10
CC(C)Cn1c2nc3ccccc3nc2c2c(=O)n(CCN3CCOCC3)cnc21
→ 1	0	3	2	3	1589	5	1	1	x	10
O=S(=O)(CC(CN1CCCCC1)N1CCCCC1)c1ccc2ccccc2c1 (centres undefined)
→ 1	4	16	-2	-5	1471	2	1	0.8	-5.8*	5
O=C(CSc1nc2ccccc2c(=O)n1-c1ccccc1)N/N=C/C=C/c1ccccc1[N+](=O)[O-]
→ 1	11	20	-3	-11	1526	4	1	0.8	1.3	2
CSCC[C@H](NC(=O)OC(C)(C)C)c1nnc(SCC(=O)Nc2c(C)cccc2C)o1
→ 1	-2	15	2	11	1651	2	1	0.9	x	6
Cc1c(C(=O)O)nn(-c2ccccc2)c(=O)c1C#N
→ 1.2	6	2	4	-16	1769	4	1.2	1	x	2
CC(C)CCNC(=O)COc1cccc2c1OC(C)(C)C2
→ 1	4	7	-2	-6	1509	3	1	0.9	-0.052	2
CCOc1ccc(Cl)cc1S(=O)(=O)n1cnc2cc(C)c(C)cc21
→ 1	-4	2	3	x	1679	1	1	1	1.6	0

Going on with the list.
Each structure is followed by: PMI activator	PPARg SRC2 recr	Diaphorase inh	G6PDH CS	S1P3 antagonist	SRC2 TRFRET art	PPARg SRC-1 ag	PMI act hi M6P	Diaph act CS	ROMK primary	PPARg SRC-3 ag
Cc1ccc(C(=O)N2CCCC(C(=O)c3cc(F)ccc3F)C2)s1 (centres undefined)
→ 1	-4	4	2	2	1605	6	1	1	-0.46	5
CC(C)(C)NC(=O)C1N(c2cccnc2)C(=O)C2C(C(=O)Nc3ccccc3F)C3(C)C=CC21O3 (centres undefined)
→ 1	-1	7	1	2	1484	2	1.1	0.9	-0.12	12
COc1ccc(Cn2nnnc2C(c2cc3cccc(C)c3[nH]c2=O)N2CCN(C)CC2)cc1 (centres undefined)
→ 1	-5	13	9	-9	1611	-1	0.9	0.9	-0.5	4
O=C(CSc1nc2ccccc2c(=O)n1-c1ccccc1)N1CCN(CCO)CC1
→ 0.9	4	14	2	-21	1376	0	0.9	0.9	0.1	6
O=C(OCc1nnc(-c2ccccc2)o1)c1cc2ccccc2cc1O
→ 0.9	7	19	-9	-8	1687	8	0.8	0.8	-0.41	5
CCN(CC)CCNc1nc(-c2ccccc2)c2c(c1C#N)CC(C)(C)OC2
→ 1	6	5	3	x	1510	2	1	1	-0.015	0
CSc1nnc2ccc(-c3cccs3)nn12
→ 1.1	9	9	4	0	1612	6	1	0.9	-0.098	2
CN1C(=O)/C(=C2\SC(=S)N(C(CCC(=O)O)C(=O)O)C2=O)c2ccccc21 (centres undefined)
→ 0.8	-1	25	31	-82	1435	4	0.8	0.7	x	-3
COc1cc2c(cc1OC)C(c1ccc(-c3ccc(Cl)c(Cl)c3)o1)=NCC2
→ 1.1	-5	8	15	x	1395	-10	1.2	0.9	-0.78	-4
COC(=O)c1nn(C23CC4CC(CC(C4)C2)C3)c2c1C(=O)N(c1ccc(Br)cc1)C2=O
→ 1	-8	10	6	x	1710	0	1	0.9	1.7	-4
COc1ccc(S(=O)(=O)N(C)C)cc1NC(=O)Cc1cccs1
→ 1	-7	6	8	2	1535	-4	0.9	0.9	0.94	-2
COCCN1Cc2cccc(C(=O)NCC3CCN(CC(C)C)C3)c2C1=O (centres undefined)
→ 1	3	6	-3	-23	1586	2	0.9	0.9	-0.57	-2
Cc1ccc(-n2[nH]c(C)c(/C=N/Nc3ccc([N+](=O)[O-])cc3[N+](=O)[O-])c2=O)cc1
→ 0.9	9	21	8	-4	1642	-1	1.1	0.8	x	3
O=S(=O)(Nc1cccc(-c2nc3cccnc3s2)c1)c1ccc2c(c1)CCCC2
→ 1	16	7	12	-13	1416	3	1	0.9	0.42	4
Cc1cccc(NC(=O)c2cc([N+](=O)[O-])ccc2N2CCCCC2)n1
→ 0.8	3	16	10	3	1360	-2	0.8	0.8	-0.79	-3

Copied from the list:
Result for COc1ccc(Cn2nnnc2C(c2cc3cccc(C)c3[nH]c2=O)N2CCN(C)CC2)cc1 (centres undefined) under PPARg SRC-3 ag: 4
Result for COc1cc2c(cc1OC)C(c1ccc(-c3ccc(Cl)c(Cl)c3)o1)=NCC2 under ROMK primary: -0.78
Result for COCCN1Cc2cccc(C(=O)NCC3CCN(CC(C)C)C3)c2C1=O (centres undefined) under PMI act hi M6P: 0.9

Remaining list, next part
Each structure is followed by: PMI activator	PPARg SRC2 recr	Diaphorase inh	G6PDH CS	S1P3 antagonist	SRC2 TRFRET art	PPARg SRC-1 ag	PMI act hi M6P	Diaph act CS	ROMK primary	PPARg SRC-3 ag
CCC(=O)NS(=O)(=O)c1cccnc1Nc1ccc(Cl)cc1
→ 1	2	7	-4	x	1538	4	1.1	0.9	x	-1
O=S(=O)(NCc1ccc2c(c1)OCO2)c1cnc[nH]1
→ 0.9	1	19	2	-11	1832	6	0.9	0.8	x	4
Cc1ccc(-c2nn(CC(=O)NCC3CCCO3)c(=O)c3ccccc23)cc1 (centres undefined)
→ 0.9	0	12	-8	11	1592	-2	1	0.9	x	-1
CCOC(=O)C1(Cc2cccc(F)c2)CCN(C(=O)c2cnccn2)CC1
→ 1	6	8	1	-2	1605	-3	0.9	0.9	0.28	0
COc1ccc(NC(=O)CSc2nc(N)c3cc4c(nc3n2)CCCC4)cc1
→ 0.8	5	9	2	-4	1602	10	1	0.9	x	4
O=C(COc1ccccc1)N1CCN(S(=O)(=O)Cc2ccccc2)CC1
→ 1.1	10	2	4	-18	1747	5	1	1	x	19
COc1cccc(OC)c1C(=O)N=c1sc2cc(S(C)(=O)=O)ccc2n1C
→ 1	-1	9	-5	3	1690	-6	1	0.9	-0.38	-3
CCOC(=O)N1CC=C2C(C#N)=C(N)C(C#N)(C#N)[C@H](c3ccc(OC(C)C)c(OCC)c3)[C@H]2C1
→ 1	-2	11	9	-33	1391	-3	1	0.9	0.37	6
COc1ccc(-c2nc(Cn3c(SCc4ccc(F)cc4)nc4ccncc43)c(C)o2)cc1OC
→ 0.8	-4	27	-2	x	1425	9	0.8	0.7	x	-3
O=C1CC(C(=O)NC2CCCCC2)C(c2ccccc2)O1 (centres undefined)
→ 0.9	4	6	34	13	1646	7	1	0.9	x	-1
CCOC(=O)C1CCN(C(=O)c2c(-c3c(F)cccc3Cl)noc2C)CC1
→ 1	2	-3	1	22	1434	-5	1.1	1	-0.074	-16
O=C(O)COc1nsnc1N1CCOCC1
→ 1	0	12	1	-15	1426	-6	1	0.9	x	-5
CC1(c2ccncc2)Nc2ccccc2-c2nc3ccccc3n21 (centres undefined)
→ 0.9	-5	16	-24	22	1428	1	1	0.8	-0.69	-2
Cc1ccc(CN2C(=O)c3ccccc3C2C(=O)NCc2cccnc2)cc1 (centres undefined)
→ 1	-13	9	-1	x	1594	-2	0.9	0.9	x	-2

Source: PubChem (several laboratories)
